CRFBP-R2 agonist: agonists of CRF-BP/CRF-R2 complex, primary screen, cell-based, HEK293, calcium dye fluorescence, uHTS; CRF-binding protein / CRF receptor 2 complex (human); calcium dye fluorescence (FLIPR); percent of saturating CRF peptide response; activation, % at 13.2 µM; 0.46% of 350,000 active; AID 588473, 2011;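 active means activation of at least 50%, plus an integration ratio under a set limit after plate pattern correction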;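 further: plate controls were neutral control wells without compound for no effect and CRF at EC100 for full effect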
M5 antag: human M5 muscarinic receptor antagonists, primary screen, CHO cells, Fluo-8 calcium fluorescence; 0.59% of 360,000 active; Muscarinic acetylcholine receptor M5 (Homo sapiens), P08912; inhibition, % at 3 µM; CHO-hM5 cells, ACh EC80; AID 624040, 2012;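 active means inhibition above a per-plate cutoff, the mean of that plate's test compounds plus 3 SD, cut at about 27% in these data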;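 further: 0% = acetylcholine EC80 with DMSO and 100% = DMSO without agonist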
CHRM4 agonist: human M4 muscarinic receptor agonists, primary screen, CHO-K1 cells, Fluo-8 calcium fluorescence. 0.14% of 360,000 active. CHO-K1 hM4/Gqi5; vehicle 0%, full acetylcholine response 100%. Muscarinic acetylcholine receptor M4 (Homo sapiens), P08173. activation, % at 3 µM;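 active means activation above the run mean over all test wells plus 3 SD, cut at about 32% in these data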;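 further: peak over basal fluorescence ratio per well then scaled between controls; 0% = DMSO wells and 100% = acetylcholine at EC100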
Target sequence (P08173 whole entry, looked up): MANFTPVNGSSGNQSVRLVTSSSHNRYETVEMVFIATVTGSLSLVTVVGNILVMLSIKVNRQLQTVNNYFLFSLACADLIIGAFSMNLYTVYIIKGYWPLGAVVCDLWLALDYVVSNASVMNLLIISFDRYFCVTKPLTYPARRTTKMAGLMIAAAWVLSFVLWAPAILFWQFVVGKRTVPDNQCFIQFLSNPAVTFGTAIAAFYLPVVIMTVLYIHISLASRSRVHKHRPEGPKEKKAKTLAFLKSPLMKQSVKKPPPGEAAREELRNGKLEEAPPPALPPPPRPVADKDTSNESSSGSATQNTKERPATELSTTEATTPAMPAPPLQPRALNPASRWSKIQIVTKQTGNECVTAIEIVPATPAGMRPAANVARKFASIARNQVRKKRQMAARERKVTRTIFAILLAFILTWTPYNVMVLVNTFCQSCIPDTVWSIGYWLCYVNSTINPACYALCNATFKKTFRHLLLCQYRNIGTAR
M5 PAM: human M5 muscarinic receptor positive allosteric modulators, primary screen, CHO-K1 cells, Fluo-8 calcium fluorescence | Muscarinic acetylcholine receptor M5 (Homo sapiens), P08912 | CHO-K1 hM5, ACh EC20 PAM; 0% = ACh EC20, 100% = ACh EC100 | activation, % at 3 µM | 0.3% of 360,000 active | AID 624038, 2012;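 active means activation above the run cutoff, the mean activation of all test compounds plus 3 SD, cut at about 18% in these data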
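Measured by: Fluo-8 calcium fluorescence; material: human M5 receptor in CHO-K1 cells; schedule: Post-acetylcholine fluorescence recording 140 s; benchmarks: low control EC20 acetylcholine (0%), high control EC100 acetylcholine (100%); read-out: Max/basal fluorescence ratio as % of EC20–EC100 ACh window; compound: single dose, 3 µM nominal final test concentration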
M5 ag: human M5 muscarinic receptor agonists, primary screen, CHO-K1 cells, Fluo-8 calcium fluorescence; 0.19% of 360,000 active; Muscarinic acetylcholine receptor M5 (Homo sapiens), P08912; activation, % at 3 µM; CHO-K1 hM5 cells; 0% DMSO wells, 100% maximal acetylcholine response;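 active means activation above the run's mean over test compounds plus 3 SD, cut at about 23% in these data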;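 further: signal is peak over basal fluorescence ratio across the kinetic read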
CHRM4 PAM: human M4 muscarinic receptor positive allosteric modulators, primary screen, CHO-K1 cells, Fluo-8 calcium fluorescence | AID 624126, 2012 | CHO-K1 hM4/Gqi5, ACh EC20; 0% = ACh EC20, 100% = maximal ACh | activation, % at 3 µM | 0.4% of 360,000 active | Muscarinic acetylcholine receptor M4 (Homo sapiens), P08173;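 active means activation above its plate's cutoff, the mean activation of sample wells plus 3 SD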; further: some results filed as inactive read as strong as hits
CHRM4 antagonist: human M4 muscarinic receptor antagonists, primary screen, CHO cells, Fluo-8 calcium fluorescence; CHO-hM4 cells, ACh EC80; Muscarinic acetylcholine receptor M4 (Homo sapiens), P08173; 0.73% of 360,000 active; inhibition, % at 3 µM;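 active means inhibition above its plate's cutoff, the mean inhibition of sample wells plus 3 SD, cut at about 27% in these data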;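 further: 0% = acetylcholine EC80 with DMSO and 100% = DMSO without agonist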
M1 PAM: human M1 muscarinic receptor positive allosteric modulators, primary screen, CHO-K1 cells, Fluo-8 calcium fluorescence, 1536-well. 0.088% of 360,000 active. AID 588819, 2011. activation, % at 3 µM. CHO-K1 hM1, ACh EC20; 0% = ACh EC20, 100% = maximal ACh; in the data active means activation above about 19%, passing the limit was not always enough
Target sequence (P11229 whole entry, looked up): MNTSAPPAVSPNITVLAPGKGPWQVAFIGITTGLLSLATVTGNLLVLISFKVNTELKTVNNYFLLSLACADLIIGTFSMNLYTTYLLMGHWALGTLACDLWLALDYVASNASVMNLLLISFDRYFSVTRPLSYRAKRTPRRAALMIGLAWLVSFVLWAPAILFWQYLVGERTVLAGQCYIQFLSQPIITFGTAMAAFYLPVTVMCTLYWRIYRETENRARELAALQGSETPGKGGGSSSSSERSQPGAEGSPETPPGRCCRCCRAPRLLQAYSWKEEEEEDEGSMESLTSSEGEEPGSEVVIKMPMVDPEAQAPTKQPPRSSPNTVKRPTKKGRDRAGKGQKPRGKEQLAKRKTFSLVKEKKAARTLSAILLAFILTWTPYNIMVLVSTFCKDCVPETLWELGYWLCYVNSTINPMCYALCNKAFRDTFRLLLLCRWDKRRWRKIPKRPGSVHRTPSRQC
M1 antag: human M1 muscarinic receptor antagonists, primary screen, CHO-K1 cells, Fluo-8 calcium fluorescence, 1536-well; Muscarinic acetylcholine receptor M1 (Homo sapiens), P11229; CHO-K1 hM1, ACh EC80 antagonist; inhibition, % at 3 µM; 1.3% of 360,000 active; AID 588852, 2011;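 active means percent inhibition above its own plate's cutoff, namely the mean of that plate's compound wells plus 3 SD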;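 further: peak over basal fluorescence ratio during 140 s after agonist addition; 0% = ACh EC80 plus DMSO and 100% = DMSO alone without agonist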
Active calls of the source: *; · = no result given.

SMILES	CRFBP-R2 agonist	M5 antag	CHRM4 agonist	M5 PAM	M5 ag	CHRM4 PAM	CHRM4 antagonist	M1 PAM	M1 antag
COc1ccccc1C1c2[nH]c3ccccc3c2C[C@H]2C(=O)N(C3CCN(Cc4ccccc4)CC3)CC(=O)N12 (some centres undefined)	0.1	1	10	0	-1	-8	-3	-6	-4
CCOC(=O)[C@]12CCCC=C1N(CCC1=CCCCC1)C(=O)[C@H](CC(=O)NCc1ccc(OC)c(OC)c1)C2	·	7	5	-7	-3	-5	-4	·	·
O=C1c2ccccc2C(=O)N1CN(C(=O)COc1ccccc1)c1ccccc1	-1.3	0	6	-7	2	-3	-12	4	-5
COc1ccc(OC)c(NC(=O)C2CCCN(S(=O)(=O)c3c(C)noc3C)C2)c1 (centres undefined)	-0.3	1	2	2	-5	-2	4	11	-32
COC(=O)c1cc(S(=O)(=O)NCC2CCN(Cc3ccc(Cl)cc3)CC2)c[nH]1	2.8	14	2	-4	-11	-3	3	-7	10
O=C(COC(=O)CCc1ccccc1)Nc1ccc(F)cc1Cl	-2.7	10	0	4	-5	-3	5	10	-6
O=S(Cc1ccc(Br)cc1)Cc1nnc(SCc2c(Cl)cccc2Cl)n1-c1ccccc1 (centres undefined)	8.9	6	1	0	0	-7	3	7	2
O=S(=O)(Oc1ccc(C(=S)N2CCOCC2)cc1)c1ccc(Cl)cc1	-2.1	8	6	-2	0	-10	8	2	-1
CCCCOc1ccc(OCCNC(=O)c2ccco2)cc1	-1.4	5	5	-6	1	-1	-2	3	1
CC1CN(C(=O)CSc2nnc(-c3cccs3)n2N)CC(C)O1 (centres undefined)	-0.5	-1	0	0	2	2	-4	5	-11
C=CCNC(=O)c1ccc(-c2ccc([N+](=O)[O-])cc2)o1	0.4	-7	-4	5	-3	9	-23	5	-2
CC1(C)Cc2nc3oc4c(=O)n(CC(=O)Nc5ccc(Cl)cc5)cnc4c3cc2CO1	2.1	10	2	-4	-3	8	-1	0	12
COC(=O)Cn1c(CCS(=O)(=O)c2ccc(Cl)cc2)nc2ccccc21	-0.2	2	1	7	-1	16	7	9	-8
CC(C)NC(=O)CC1OC(=O)c2ccccc21 (centres undefined)	1.0	-3	0	-2	-3	-1	5	10	-8
Cc1ccc(-c2cc(C(=O)O)c3ccccc3n2)c(C)c1	-2.3	6	0	0	-1	-4	2	9	-14
O=C(Oc1ccc(Br)cc1)C1CC(=O)N(c2ccc(F)cc2)C1 (centres undefined)	-3.1	-2	3	0	3	7	-8	8	-11
CCCc1cc(=O)oc2cc(C)cc(OC(C)C(=O)NCC(O)c3ccccc3)c12 (centres undefined)	-1.8	4	2	-5	-1	0	5	-1	-4
O=C(O)c1ccc(/C=N/NC(=O)c2cc(-c3cccs3)nc3ccccc23)cc1	1.6	-3	1	-7	0	7	-2	11	-10
O=C(Nc1cccc2ncccc12)c1ccc(-c2ccc(Cl)cc2Cl)o1	2.4	1	1	-3	1	-8	6	7	-3
CC1CCCC(C)N1C(=O)CSc1nnc(-c2cccs2)o1 (centres undefined)	-2.2	5	3	-3	-2	-6	-15	3	-15

An excerpt of these results, with values ahead of the structure:
CRFBP-R2 agonist | M5 antag | CHRM4 agonist | M5 PAM | M5 ag | CHRM4 PAM | CHRM4 antagonist | M1 PAM | M1 antag | smiles
2.8 | 14 | 2 | -4 | -11 | -3 | 3 | -7 | 10 | COC(=O)c1cc(S(=O)(=O)NCC2CCN(Cc3ccc(Cl)cc3)CC2)c[nH]1
-2.7 | 10 | 0 | 4 | -5 | -3 | 5 | 10 | -6 | O=C(COC(=O)CCc1ccccc1)Nc1ccc(F)cc1Cl
8.9 | 6 | 1 | 0 | 0 | -7 | 3 | 7 | 2 | O=S(Cc1ccc(Br)cc1)Cc1nnc(SCc2c(Cl)cccc2Cl)n1-c1ccccc1 (centres undefined)
-2.1 | 8 | 6 | -2 | 0 | -10 | 8 | 2 | -1 | O=S(=O)(Oc1ccc(C(=S)N2CCOCC2)cc1)c1ccc(Cl)cc1
-1.4 | 5 | 5 | -6 | 1 | -1 | -2 | 3 | 1 | CCCCOc1ccc(OCCNC(=O)c2ccco2)cc1
-0.5 | -1 | 0 | 0 | 2 | 2 | -4 | 5 | -11 | CC1CN(C(=O)CSc2nnc(-c3cccs3)n2N)CC(C)O1 (centres undefined)
0.4 | -7 | -4 | 5 | -3 | 9 | -23 | 5 | -2 | C=CCNC(=O)c1ccc(-c2ccc([N+](=O)[O-])cc2)o1
2.1 | 10 | 2 | -4 | -3 | 8 | -1 | 0 | 12 | CC1(C)Cc2nc3oc4c(=O)n(CC(=O)Nc5ccc(Cl)cc5)cnc4c3cc2CO1
-0.2 | 2 | 1 | 7 | -1 | 16 | 7 | 9 | -8 | COC(=O)Cn1c(CCS(=O)(=O)c2ccc(Cl)cc2)nc2ccccc21
1.0 | -3 | 0 | -2 | -3 | -1 | 5 | 10 | -8 | CC(C)NC(=O)CC1OC(=O)c2ccccc21 (centres undefined)

Following part.
SMILES	CRFBP-R2 agonist	M5 antag	CHRM4 agonist	M5 PAM	M5 ag	CHRM4 PAM	CHRM4 antagonist	M1 PAM	M1 antag
O=C(C[C@@H]1C[C@@H]2c3cc(NS(=O)(=O)c4ccc(F)cc4)ccc3O[C@@H]2[C@H](CO)O1)N1CCc2ccccc2C1	-0.9	7	6	-2	1	-2	1	5	-12
COc1ccc(-n2c(SCC(=O)Nc3ccccc3OC)nc(O)cc2=O)cc1	1.1	8	0	3	0	6	-1	11	-20
NS(=O)(=O)c1ccc(NC(=O)COC(=O)C2(c3ccccc3F)CCCC2)cc1	-0.7	10	10	-1	1	5	-8	6	-2
CC(=O)Nc1ccc(CNc2nc(NC(C)C)nc3cc(-c4ccccc4)sc23)cc1	·	5	1	-7	-4	-2	4	1	-8
c1ccc2c(c1)oc1c(Nc3ccc4c(c3)OCO4)ncnc12	-2.6	-2	1	1	-3	6	-6	5	-11
Cc1ccc(NC(=O)C2CCCN2C(=O)OC(C)(C)C)cc1C (centres undefined)	0.1	4	0	-1	-3	-9	-4	5	-11
O=c1c2c(nc3cc(-c4ccccc4Cl)[nH]n13)CCS2	0.1	6	-1	-8	-2	0	4	5	-1
Cc1ccccc1N=Cc1cccc(O)c1O	0.6	-1	0	0	0	-3	6	9	-3
Cc1c(NC(=O)Nc2ccc(C(C)C)cc2)c(=O)n(-c2ccccc2)n1C	-0.8	4	2	2	-3	5	-9	18	-18
COc1ccc2[nH]c(=O)c(CN(CCN3CCCC3)C(=O)Nc3ccccc3Cl)cc2c1	-0.5	-4	1	3	0	-2	12	8	0
CCn1nnnc1NCc1cccn1C	0.7	2	1	5	1	2	2	7	-2
COc1ccc2[nH]c(=O)c(CN(C(C)=O)C3CCCCC3)cc2c1	12	14	4	-11	1	6	2	1	7
COc1cccc(OC)c1OCCCCn1cnc2ccccc2c1=O	-1.4	-3	5	4	-1	8	-15	6	-4
CC1=C(C(=O)Nc2cccnc2)C(c2ccc3c(c2)OCO3)C2=C(CCCC2=O)N1 (centres undefined)	-0.7	-1	1	3	-5	4	1	4	-20
N#Cc1ccccc1S(=O)(=O)N1CCN(CC(O)c2ccccc2)CC1 (centres undefined)	-0.2	3	4	6	1	3	-11	7	-1
Cc1ccc(NC(=O)c2ccc(N/N=C/c3cccc(O)c3)c([N+](=O)[O-])c2)cc1	-2.4	11	0	-1	-1	1	-4	2	-5
CCN(CC)C(=O)C1=C(C)N(Cc2ccccc2)C(=O)C(CC(=O)NC(c2ccccc2)c2ccccc2)C1 (centres undefined)	-0.6	9	1	-1	-1	4	-11	2	-4
CCCC(=O)Nc1ccccc1NC(=O)c1ccc2c(c1)OCO2	1.2	10	1	-4	0	-6	3	-3	-4
Cc1ccc(-n2nnnc2SCc2nc3sc(C)c(C)c3c(=O)[nH]2)cc1	3.5	6	-1	-4	-1	5	6	4	-3
N/C(=N\OC(=O)Cc1ccc(Cl)cc1)c1ccncc1	-0.8	12	13	-14	1	-5	0	3	-6
COc1ccc(-n2nc(C(=O)NCC(=O)N3CCCC3)c3ccccc3c2=O)cc1Cl	-1.1	16	1	0	-3	0	9	9	-10
Cc1ccccc1C(=O)NCCOc1ccccc1Cl	-0.9	7	1	-1	-4	-3	2	6	-8
CC(=O)c1c(C)[nH]c(C(=O)Nc2cc(C)ccc2C)c1C	-1.3	-1	3	2	3	-5	5	-1	-7
COc1ccc(S(=O)(=O)N2CCCCCC2)cc1C(=O)NCc1ccco1	-3.9	9	3	-3	0	-2	-9	8	-9
O=C(Nc1ccc(C(=O)O)cc1)Nc1ccc(F)cc1F	1.9	9	1	-9	-2	8	-7	3	1
COc1ccc(CCC(=O)NCCS(=O)(=O)N2CCN(c3ccccc3F)CC2)cc1	-0.6	4	18	-8	2	-6	-12	2	-8
COCc1ccc(CN2CCC(CO)(CC3CCCCO3)CC2)o1 (centres undefined)	1.3	0	1	11	-2	9	-6	14	-17
CCOc1ccccc1OC(C)C(=O)Nc1ccc(S(=O)(=O)N2CCCC2)cc1 (centres undefined)	1.5	3	4	-3	-3	-4	3	2	-2
Cc1cccc(C)c1Nc1nc2ccccc2o1	-0.4	-1	0	-7	-4	-1	-5	-7	9
CCCCN(C)S(=O)(=O)c1ccc(C(=O)N(CCN(C)C)c2nc3ccc(C)cc3s2)cc1	0.2	-3	1	1	0	1	-4	11	-4
CCOC(=O)C1=C(C)NC(C)=C(C(=O)OC)C1c1ccco1 (centres undefined)	-0.1	19	9	-13	0	-22	6	3	3
O=C(COC(=O)C1CC(=O)N(C2CCCCC2)C1)c1ccc(F)cc1 (centres undefined)	-1.7	-2	4	0	5	9	-7	14	-17
COc1ccc(N2C(=O)C3CCCN3C2c2cc(OC)c(OC)c(OC)c2)cc1 (centres undefined)	-0.7	7	0	-4	1	5	-3	17	-13
O=S(=O)(N[C@@H]1C[C@H]2CC[C@@H]1C2)c1cccs1	-0.1	3	0	-3	-9	-3	5	4	-1
CCCCOc1ccc(CNC(=O)NS(=O)(=O)c2ccc(OCC)cc2)cc1	1.0	0	0	-4	0	-1	1	-1	2
CCOC(=O)c1cc(C#N)c(SCC(=O)c2cc(C#N)c(SC)nc2C)[nH]c1=O	6.4	-1	3	-1	3	2	8	-15	29

Compounds as they come, and some 2.8% of all compounds hit somewhere here.
